Screens deposited in PubChem by several laboratories.
GPR55 activation – selective activators of receptor GPR55 – imaging, U2OS cells, beta-arrestin-GFP redistribution, primary screen (AID 1961); activation, % at 10 µM, or EC50 in µM where a hit was titrated; 290,000 tested, 0.048% active; U2OS GPR55 beta-arrestin-GFP redistribution imaging; higher % means a stronger effect;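 active = activation above 40% with more than 50 cells counted in the well; inconclusive = wells holding fewer than 50 cells, flagged as toxic or sparse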;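 also: U2OS osteosarcoma cells stably expressing GPR55 and beta-arrestin-GFP; plate controls were DMSO negative control for no effect and LPI positive control for full effect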
K1F lysis inhibition – inhibition of K1F phage lysis, E. coli UTI89, bacterial capsule biogenesis inhibitors, alamar blue (AID 488966); E. coli UTI89 K1F phage lysis, alamar blue, 2 h; higher % means a stronger effect; inhibition, % at 100 µM, or IC50 in µM where a hit was titrated; 340,000 tested, 0.02% active;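 active = phage lysis inhibition, versus mean bacterial control, above a set limit; inconclusive = no clear call, values can overlap the other calls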;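 also: capsule biogenesis inhibitors block K1F phage lysis so surviving cells raise fluorescence; higher fluorescence means more inhibition of phage lysis; actives were called in the ten point dose series up to 300 µM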
Siah-1 displacement – blockers of Siah-1 interaction with plectin peptide – biochemical, fluorescence polarization, rhodamine-plectin, uHTS, primary screen (AID 1817) | one-dose displacement, % at 20 µM; IC50 in µM for titrated hits | 290,000 tested, 0.02% active | Siah-1 / rhodamine-plectin peptide fluorescence polarization; higher % means a stronger effect;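 active = displacement of at least 50% at 20 µM, with a fluorescence ratio check between 0.3 and a set limit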;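 also: plate controls were Siah plus tracer with DMSO for no effect and tracer alone without Siah for full effect; strong numbers were not always called active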
GPR55 antagonists – GPR55 antagonists blocking LPI-driven arrestin recruitment, primary screen, imaging, U2OS, beta-arrestin-GFP, LPI agonist (AID 2013); U2OS GPR55 beta-arrestin-GFP translocation imaging, LPI antagonism; higher % means a stronger effect; inhibition, % at 10 µM, or IC50 in µM where a hit was titrated; 290,000 tested, 0.13% active;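 active = spots per cell inhibited over 60%, with over 100 cells counted and total cytoplasm intensity under 500,000; inconclusive = wells with under 100 cells, flagged as likely toxic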;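 also: U2OS cells stably carrying GPR55 and arrestin-GFP stimulated by 5 µM LPI near EC80; imaged beta-arrestin-GFP aggregate spots per cell after agonist stimulation; plate controls were LPI-stimulated DMSO wells for no effect and DMSO wells without LPI for full effect; some results filed as inactive read as strong as hits; confirmed hits need IC50 under 10 µM and bright autofluorescent wells are also inconclusive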
NTR1 agonist – NTR1-driven beta-arrestin-GFP spot formation – imaging, U2OS cells, high content, primary screen (AID 493036). P30989. agonist mode. activation, % at 20 µM. 330,000 tested, 0.17% active;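 active = activation at or above 40% of the spot to cytoplasm intensity ratio, with at least 20 cells analyzed; inconclusive = wells under 20 cells, flagged as cytotoxic or low count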;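 also: 0% = DMSO without peptide and 100% = 100 nM NTR1 peptide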
Target sequence (P30989 whole entry, looked up): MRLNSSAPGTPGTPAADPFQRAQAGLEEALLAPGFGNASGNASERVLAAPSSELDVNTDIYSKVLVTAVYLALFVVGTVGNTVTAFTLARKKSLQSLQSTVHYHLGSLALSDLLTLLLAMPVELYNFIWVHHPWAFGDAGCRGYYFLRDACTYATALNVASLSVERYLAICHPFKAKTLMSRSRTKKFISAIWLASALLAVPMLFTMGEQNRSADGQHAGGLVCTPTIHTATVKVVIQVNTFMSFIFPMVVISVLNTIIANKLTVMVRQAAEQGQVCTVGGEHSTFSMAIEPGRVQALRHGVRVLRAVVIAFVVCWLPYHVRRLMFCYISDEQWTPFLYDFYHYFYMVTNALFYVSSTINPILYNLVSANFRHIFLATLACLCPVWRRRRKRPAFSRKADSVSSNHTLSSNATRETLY
NS5 inhibitors – Dengue-2 NS5 methyltransferase inhibitors, primary screen, biochemical, confirmation dose response (AID 588689); Dengue-2 NS5 methyltransferase capping enzyme assay, biochemical; higher % means a stronger effect; inhibition, % at 25 µM; hits with a dose series show IC50 in µM; 340,000 tested, 0.3% active; in the data active = a potency from the dose series; inconclusive = inhibition above about 29% without an active follow-up result
HIV fusion peptide – cell-free HIV fusion peptide-binding blockers – biochemical, uHTS, fluorescence dequenching, primary screen (AID 1986); one-dose inhibition, % at 20 µM; IC50 in µM for titrated hits; 290,000 tested, 0.3% active; cell-free peptide binding, fluorescence dequenching, 30 min; higher % means a stronger effect; in the data active = inhibition mostly above about 52%, no sharp cut-off; inactive = mostly below about 76%; also: some results filed as inactive read as strong as hits
GPR35 arrestin U2OS – inhibition of zaprinast-stimulated GPR35 beta-arrestin translocation – imaging, U2OS, beta-arrestin-GFP, zaprinast agonist, primary screen (AID 2058); U2OS GPR35 beta-arrestin-GFP translocation imaging, zaprinast antagonism; higher % means a stronger effect; one-dose inhibition, % at 10 µM; IC50 in µM for titrated hits; 290,000 tested, 0.052% active;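 active = inhibition of at least 50% with at least 30 cells and total cytoplasm GFP at most 10,000,000; inconclusive = under 30 cells or total GFP of 10,000,000 plus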
AID2073 – inhibitors of Mint1-CaV2.2 protein interaction, biochemical, HTRF (AID 2073). HTRF protein-protein interaction, Mint1-CaV2.2; higher % means a stronger effect. inhibition, % at 20 µM, or IC50 in µM where a hit was titrated. 290,000 tested, 0.19% active; in the data active = inhibition mostly above about 51%, no sharp cut-off; inconclusive = no clear call, values can overlap the other calls; inactive = mostly below about 53%; also: some results filed as inactive read as strong as hits
NTR1 agonist cell count 20 µM – second read-out of NTR1 agonist, no call of its own (marks repeat the call); cell count; measured here: cell count, cytotoxicity flag
Active calls of the source: *; ? = inconclusive; . = no result given; [ ] = remark or other dose. Random draw from the library; about 1.2% have a hit in one of these screens.

no.	compound	Siah-1 displacement	K1F lysis inhibition	NTR1 agonist cell count 20 µM	GPR55 antagonists	AID2073
1	CCc1nc(NCCN)c(C#N)c2c1CSC(C)(C)C2	0%	0.8%	64	8%	1%
2	COc1ccc([N+](=O)[O-])cc1NC(=O)C(C)OC(=O)C1c2ccccc2Oc2ccccc21 (stereo unspecified)	-4%	3.2%	43	1%	7%
3	CCOC(=O)c1c(C)[nH]c(C)c1C(=O)CSc1nc2ccccc2n1CC	-2%	0.3%	34	-2%	-3%
4	COc1ccc(S(=O)(=O)N(C)c2ccc(C(=O)NCc3ccncc3)cc2)cc1	-6%	-0.2%	53	2%	?
5	COC(=O)CCC(=O)Nc1ccc(S(=O)(=O)Nc2cc(OC)nc(OC)n2)cc1	-1%	0.2%	81	-3%	4%
6	CCOC(=O)Cc1csc(/N=C/c2c(O)n(-c3ccc(C)cc3C)c(=O)c3ccccc23)n1	6%	0.9%	57	21%	1%
7	CCCCOc1ccc(C)cc1CN(CCO)CCO	-7%	-0.9%	45	-16%	-4%
8	COCC(=O)Nc1nc(-c2ccccc2)ns1	-9%	0.1%	63	15%	12%
9	COc1ccc(C)cc1NC(=O)c1nnn(Cc2cc(C)ccc2C)c1N	-5%	5.1%	59	8%	2%
10	COC(=O)c1cccc(OC(N)=O)c1	2%	.	104	8%	-3%
11	O=C(CCC(=O)N1CCN(c2ccccc2F)CC1)c1ccc(F)cc1	0%	1.2%[50 µM]	60	0%	6%
12	O=C(N/N=C/c1cccc(Cl)c1)c1c(O)c2c([nH]c1=O)CCCC2	4%	0.4%	57	6%	19%
13	CSc1ccc(CNC(=O)CCn2ccc3cc(S(=O)(=O)N4CCCC4)ccc32)cc1	2%	0.5%	72	16%	0%
14	CSc1n[nH]c(NCc2cccs2)n1	4%	2.2%	58	1%	2%
15	O=C(Nc1ccc(Br)cn1)c1cccc(C(=O)Nc2ccc(Br)cn2)c1	11%	0.0%	84	14%	49%

no.	NS5 inhibitors	GPR35 arrestin U2OS	NTR1 agonist	GPR55 activation	HIV fusion peptide
1	-5%	3%	1.8	-0.1%	-1.9%
2	-3%	4%	2.1	-0.2%	-0.4%
3	0%	22%	4.8	-0.1%	-0.9%
4	-11%	-8%	0.3	-0.1%	-1.0%
5	-7%	0%	-0.8	0.0%	2.5%
6	-3%	1%	6.1	0.0%	4.8%
7	0%	6%	-0.2	-0.2%	-0.5%
8	-6%	10%	-2.0	0.1%	3.5%
9	-3%	7%	15	-0.1%	-1.2%
10	.	1%	2.1	0.2%	1.3%
11	-6%	8%	1.2	-0.2%	-0.5%
12	4%	-11%	2.8	-0.1%	-0.7%
13	-8%	17%	-0.4	-0.2%	1.1%
14	-1%	-3%	-0.7	-0.1%	0.2%
15	-7%	-2%	0.3	-0.1%	-0.4%

Next part (five carried over from the part before).
no.	compound	Siah-1 displacement	K1F lysis inhibition	NTR1 agonist cell count 20 µM	GPR55 antagonists	AID2073
11	O=C(CCC(=O)N1CCN(c2ccccc2F)CC1)c1ccc(F)cc1	0%	1.2%[50 µM]	60	0%	6%
12	O=C(N/N=C/c1cccc(Cl)c1)c1c(O)c2c([nH]c1=O)CCCC2	4%	0.4%	57	6%	19%
13	CSc1ccc(CNC(=O)CCn2ccc3cc(S(=O)(=O)N4CCCC4)ccc32)cc1	2%	0.5%	72	16%	0%
14	CSc1n[nH]c(NCc2cccs2)n1	4%	2.2%	58	1%	2%
15	O=C(Nc1ccc(Br)cn1)c1cccc(C(=O)Nc2ccc(Br)cn2)c1	11%	0.0%	84	14%	49%
16	CCOc1ccc(CN(C(=O)c2oc3cc(C)ccc3c2C)C2CCS(=O)(=O)C2)cc1 (stereo unspecified)	1%	0.3%	90	-7%	5%
17	O=S(=O)(c1ccc2ccccc2c1)N1CCC(c2nc(-c3ccncc3)no2)CC1	2%	5.0%	55	7%	9%
18	COc1ccc(CCN(C)C(=O)c2ccc(COc3ccccc3)o2)cc1OC	-2%	-0.2%	54	4%	9%
19	CC(=O)C1=C(C)NC(SCSc2ccccc2)=C(C#N)C1c1cccnc1 (stereo unspecified)	4%	-0.1%[50 µM]	55	-7%	14%
20	C=CCN1C(=O)C(Cc2ccc(F)cc2)S/C1=N/N=C/c1ccco1 (stereo unspecified)	6%	3.0%[50 µM]	61	6%	1%
21	Cc1ccc(NC2Nc3cc(C)nn3S2)c(C)c1 (stereo unspecified)	19%	0.1%	64	-1%	-2%
22	Fc1ccc(CNc2nc3ccccc3n3nnnc23)cc1	8%	0.1%	92	-6%	12%
23	COc1ccc(N(C)C(=O)c2cn(C)c(=O)c3cc(OC)c(OC)cc23)cc1	2%	0.1%	55	-5%	7%
24	COC(=O)N1C(=O)[C@](c2ccc(OC)cc2)(C(C)C)N1C(=O)OC	-7%	-0.2%	67	1%	2%
25	OCC1(CCOc2ccccc2)CCN(CCCn2cccn2)CC1	-1%	0.1%	65	-2%	-7%
26	Cc1ccc(/C=N\NC(=O)Cc2cccn2C)o1	-1%	.	42	0%	8%
27	COc1ccc(NC(=O)CCN2CCN(c3ccccc3F)CC2)c(OC)c1	-1%	0.4%	85	-8%	0%
28	Cc1cccc(OCCSc2nc3ccccc3n2CCC(=O)O)c1	-3%	-0.4%	80	-6%	2%
29	CCN(CC(=O)NCc1cccs1)C(=O)C(c1ccccc1)c1ccccc1	5%	-0.2%	53	12%	42%
30	CC1=C(C(=O)N(C)C)C(c2ccc(Cl)c(Cl)c2)NC(=O)N1 (stereo unspecified)	-4%	0.4%	51	-4%	10%

no.	NS5 inhibitors	GPR35 arrestin U2OS	NTR1 agonist	GPR55 activation	HIV fusion peptide
11	-6%	8%	1.2	-0.2%	-0.5%
12	4%	-11%	2.8	-0.1%	-0.7%
13	-8%	17%	-0.4	-0.2%	1.1%
14	-1%	-3%	-0.7	-0.1%	0.2%
15	-7%	-2%	0.3	-0.1%	-0.4%
16	-3%	-4%	7.2	-0.1%	-2.2%
17	3%	1%	-0.3	-0.1%	-0.3%
18	-5%	-1%	1.1	-0.2%	-1.7%
19	.	-11%	5.9	-0.1%	-0.3%
20	-9%	7%	7.7	0.2%	5.6%
21	-11%	-19%	0.3	-0.2%	1.2%
22	9%	6%	-0.3	0.3%	5.1%
23	-4%	13%	0.9	0.3%	0.1%
24	-11%	0%	4.0	0.7%	1.1%
25	-6%	7%	-1.2	-0.2%	-0.5%
26	.	-13%	-1.0	0.5%	-0.2%
27	-2%	7%	-1.1	-0.3%	1.3%
28	-5%	-5%	1.3	0.4%	0.3%
29	2%	-6%	2.4	-0.3%	0.3%
30	-13%	12%	1.2	0.9%	0.0%

Additional entries follow:
no.	compound	Siah-1 displacement	K1F lysis inhibition	NTR1 agonist cell count 20 µM	GPR55 antagonists	AID2073
31	O=C(Cn1cnc2ccccc2c1=O)Nc1nnc(SCc2ccccc2)s1	-1%	4.4%	67	10%	-9%
32	O=C(N[C@H]1CC1c1ccccc1)c1ccc([N+](=O)[O-])cc1 (stereo partly specified)	-1%	-1.8%	69	-5%	3%
33	Fc1ccc(/C=N/Nc2cc(N3CCOCC3)ncn2)cc1	-4%	-0.5%	57	2%	-6%
34	Cn1nnc(NC(=S)NC(=O)c2cccc3c(Cl)cccc23)n1	10%	0.2%	63	6%	-13%
35	COc1ccc(N2CCN(c3ccc(NC(=O)c4ccc5c(c4)OCO5)cc3C#N)CC2)cc1	-2%	0.1%	53	2%	19%
36	O=c1c2ccccc2nnn1CSc1nnc(COc2ccc(Cl)cc2)n1Cc1ccco1	1%	-0.6%	76	-3%	-11%
37	O=C(Nc1nc2c(cc3c4c(cccc42)CC3)s1)c1ccccc1Cl	-6%	4.2%	63	-7%	?
38	COc1ccc(OCc2cc(C(=O)N3CCSCC3)no2)c(Cl)c1	-1%	0.6%	60	-2%	9%
39	CC(C1CC1)N(C(=O)c1ccccc1[N+](=O)[O-])c1ccccc1 (stereo unspecified)	10%	-0.1%	54	20%	-8%
40	CCOC(=O)CC1C(=O)NCCN1C(=O)c1cccc(OC)c1 (stereo unspecified)	-1%	0.0%	87	5%	-6%
41	Cc1ccccc1OCCOCCN1CCCCCC1	0%	-0.1%	63	20%	-9%
42	O=C(NCc1cccs1)c1cnc2sccn2c1=O	16%	0.3%	66	6%	2%

no.	NS5 inhibitors	GPR35 arrestin U2OS	NTR1 agonist	GPR55 activation	HIV fusion peptide
31	3%	7%	-0.8	-0.1%	0.0%
32	-5%	4%	0.8	0.5%	-0.3%
33	-3%	-7%	-0.4	-0.2%	0.3%
34	1%	-2%	0.8	-0.1%	0.2%
35	-6%	-7%	0.6	0.2%	0.5%
36	-10%	1%	1.9	-0.1%	-2.8%
37	-3%	5%	6.9	-0.2%	2.5%
38	-1%	1%	-0.5	-0.1%	-0.3%
39	0%	0%	-0.1	0.1%	-2.7%
40	-2%	8%	-0.9	0.0%	0.5%
41	9%	10%	0.0	0.0%	1.7%
42	-1%	-3%	-1.6	0.9%	-0.2%

Compound profiles (already shown). Order of values: Siah-1 displacement | K1F lysis inhibition | NTR1 agonist cell count 20 µM | GPR55 antagonists | AID2073 | NS5 inhibitors | GPR35 arrestin U2OS | NTR1 agonist | GPR55 activation | HIV fusion peptide
O=C(Nc1nc2c(cc3c4c(cccc42)CC3)s1)c1ccccc1Cl is listed with -6% | 4.2% | 63 | -7% | ? | -3% | 5% | 6.9 | -0.2% | 2.5%
COc1ccc(OCc2cc(C(=O)N3CCSCC3)no2)c(Cl)c1 is listed with -1% | 0.6% | 60 | -2% | 9% | -1% | 1% | -0.5 | -0.1% | -0.3%
CC(C1CC1)N(C(=O)c1ccccc1[N+](=O)[O-])c1ccccc1 (stereo unspecified) is listed with 10% | -0.1% | 54 | 20% | -8% | 0% | 0% | -0.1 | 0.1% | -2.7%
O=c1c2ccccc2nnn1CSc1nnc(COc2ccc(Cl)cc2)n1Cc1ccco1 is listed with 1% | -0.6% | 76 | -3% | -11% | -10% | 1% | 1.9 | -0.1% | -2.8%
